OX1R antag-1 – blocks the human orexin 1 receptor; O43613; CHO/OX1R cells, Fluo-8 calcium fluorescence, orexin A; AID 434989; hit rate 0.43% among 330,000; inhibition, % at 5 µM;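 active = inhibition above its plate's threshold, mean inhibition of all tested compounds on the plate plus 3 SD, cut at about 37% in these data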;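 also: 0% = orexin A challenge wells and 100% = SB-334867-A antagonist wells; not every result past the cut was called active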
Target sequence (O43613 whole entry, looked up): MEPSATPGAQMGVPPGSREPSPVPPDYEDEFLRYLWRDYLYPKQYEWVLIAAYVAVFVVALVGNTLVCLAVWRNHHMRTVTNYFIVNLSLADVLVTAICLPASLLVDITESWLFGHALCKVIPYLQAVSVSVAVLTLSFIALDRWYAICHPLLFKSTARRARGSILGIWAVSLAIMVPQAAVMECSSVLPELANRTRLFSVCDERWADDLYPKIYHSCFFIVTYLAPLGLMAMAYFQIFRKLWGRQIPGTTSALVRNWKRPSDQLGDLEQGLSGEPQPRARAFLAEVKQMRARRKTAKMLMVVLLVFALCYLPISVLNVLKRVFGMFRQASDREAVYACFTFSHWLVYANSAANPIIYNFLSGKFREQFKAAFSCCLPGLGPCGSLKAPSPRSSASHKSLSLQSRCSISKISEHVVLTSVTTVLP
OX1R antag-2 – blocks the human orexin 1 receptor; O43613; OX1R-expressing cells, FRET antagonist read-out; inhibition, % at 6.6 µM; hit rate 1.8% among 330,000; AID 485270; in the data active = inhibition mostly above about 38%, no sharp cut-off; inactive = mostly below about 40%;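 also: 0% = agonist challenge alone and 100% = reference antagonist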
CHT allo act – allosteric activators of human choline transporter CHT | CHT-expressing cells, membrane potential dye, choline EC20; stronger effect = higher value; LV-AA mutant CHT in HEK293 cells | B-score at 10 µM | hit rate 0.49% among 310,000 | AID 488977;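 active = initial fluorescence not abnormally high and integrated response B-score, plate-corrected, over 3 SD above library mean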
Target sequence (Q9GZV3 whole entry, looked up): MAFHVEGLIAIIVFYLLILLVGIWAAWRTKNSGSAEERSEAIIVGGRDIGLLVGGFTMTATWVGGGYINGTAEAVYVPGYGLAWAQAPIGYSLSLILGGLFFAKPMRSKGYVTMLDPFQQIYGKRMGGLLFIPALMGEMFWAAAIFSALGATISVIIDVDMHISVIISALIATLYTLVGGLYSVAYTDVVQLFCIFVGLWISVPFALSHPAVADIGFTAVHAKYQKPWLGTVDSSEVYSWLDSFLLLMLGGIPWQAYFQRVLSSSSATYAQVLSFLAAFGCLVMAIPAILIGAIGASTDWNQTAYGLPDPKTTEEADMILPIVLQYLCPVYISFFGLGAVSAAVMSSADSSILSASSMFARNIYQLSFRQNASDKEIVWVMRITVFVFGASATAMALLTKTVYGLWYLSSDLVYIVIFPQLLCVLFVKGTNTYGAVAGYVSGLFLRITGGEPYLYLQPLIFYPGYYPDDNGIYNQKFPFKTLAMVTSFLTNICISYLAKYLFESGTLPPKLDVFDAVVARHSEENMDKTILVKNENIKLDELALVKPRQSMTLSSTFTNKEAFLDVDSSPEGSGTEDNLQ
* marks the source's active call; other numbers are inactive results; i = inactive; . = not tested or not shown.

[1] CC(C)CC1COC(=O)N1 (centres undefined)
[2] CCOc1ccc(NC(=O)CS(=O)CC(=O)Nc2cccnc2)cc1 (centres undefined)
[3] O=C(O)CC/C(=N/NC(=O)c1ccc(-c2ccccc2)cc1)c1ccccc1
[4] Cn1nc(-c2ccc3c(c2)OCCO3)c2ccccc2c1=O
[5] COc1ccc(C(=O)C(C)OC(=O)c2nc3nccc(C)n3n2)cc1 (centres undefined)
[6] O=C(c1ccc(F)cc1)N1CCN(C(=O)c2cccnc2)CC1
[7] Cc1ccc(OCC(=O)NC2CCCC(C)C2C)c([N+](=O)[O-])n1 (centres undefined)
[8] Cc1ccnc(NS(=O)(=O)c2cnc(Cl)c(Br)c2)c1
[9] COc1cc(S(=O)(=O)N2CCN(C)CC2)c(OC)cc1Cl
[10] O=C(COC(=O)c1ccc(Cl)nc1)Nc1ccc2c(c1)OCCO2

entry no.	1	2	3	4	5	6	7	8	9	10
OX1R antag-1	-11.3	-1.3	-10.9	20.5	-16.7	-14.7	-17.5	-4.9	-7.9	-10.4
OX1R antag-2	13.1	5.2	1.9	40.0	-2.2	11.3	1.5	2.5	4.9	4.9
CHT allo act	i	i	i	i	.	i	.	i	i	.

[11] CC(Oc1ccc(Cl)cc1Cl)C(=O)NCc1ccncc1 (centres undefined)
[12] C(#Cc1ccccc1)CN1CCCCC1
[13] Cc1ccc(-c2nnnn2-c2ccccc2C(=O)O)cc1
[14] CC(=O)c1cccc(NC(=O)NCc2ccc3c(c2)OCO3)c1
[15] CC(C)c1csc(CN2CCN(CCc3ccccc3)C(CCO)C2)n1 (centres undefined)
[16] CC(NCC(O)COc1ccc(S(=O)(=O)N2CCOCC2)cc1)c1ccccc1 (centres undefined)
[17] Cc1ccnc(NC(=O)c2cccc(S(=O)(=O)Nc3ccc(C)cc3C)c2)c1
[18] O=C1C=C(c2ccc3cc[nH]c3c2)C[C@@H](c2ccc3c(c2)OCO3)C1
[19] CCOC(=O)c1cc(-c2ccccc2)sc1NC(=O)CCN1C(=O)c2ccccc2C1=O
[20] Cc1cccc(NC(=O)Cn2c(=O)n3nc(CCn4nc(C)cc4C)nc3c3ccccc32)c1

entry no.	11	12	13	14	15	16	17	18	19	20
OX1R antag-1	-16.6	-20.6	-4.0	-19.6	-25.8	-12.0	-13.1	-11.2	-10.3	-26.3
OX1R antag-2	13.5	-3.8	7.3	24.4	7.9	10.2	17.3	-0.7	11.3	12.2
CHT allo act	i	i	i	i	i	i	.	.	i	i

In the list so far, these have a halogen:
[6] O=C(c1ccc(F)cc1)N1CCN(C(=O)c2cccnc2)CC1
[8] Cc1ccnc(NS(=O)(=O)c2cnc(Cl)c(Br)c2)c1
[9] COc1cc(S(=O)(=O)N2CCN(C)CC2)c(OC)cc1Cl
[10] O=C(COC(=O)c1ccc(Cl)nc1)Nc1ccc2c(c1)OCCO2
[11] CC(Oc1ccc(Cl)cc1Cl)C(=O)NCc1ccncc1 (centres undefined)

entry no.	6	8	9	10	11
OX1R antag-1	-14.7	-4.9	-7.9	-10.4	-16.6
OX1R antag-2	11.3	2.5	4.9	4.9	13.5
CHT allo act	i	i	i	.	i

Screen by screen, as entered above:
OX1R antag-1, entries 12 to 18, in order: -20.6, -4.0, -19.6, -25.8, -12.0, -13.1, -11.2
OX1R antag-2, entries 12 to 18, in order: -3.8, 7.3, 24.4, 7.9, 10.2, 17.3, -0.7

The list continues:
[21] CCN(CC)CCN(Cc1cc2ccc(C)cc2[nH]c1=O)C(=O)NC1CCCCC1
[22] Cn1ncc([N+](=O)[O-])c1C(=O)Nc1cccc2ccccc12
[23] COc1ccc(NC(=O)Nc2ccc(O)c3ccccc23)cc1
[24] Cc1[nH]nc2c1C(c1ccccc1)C1=C(CC(C)(C)CC1=O)N2 (centres undefined)
[25] CCOC(=O)C(=CNNc1c(C)csc1C(=O)OC)C(=O)OCC
[26] O=S(=O)(NCc1ccco1)c1ccc2c(c1)Cc1ccccc1-2
[27] CC(=O)c1sc(NC(=O)CS(=O)(=O)c2ccc(F)cc2)nc1C
[28] COc1ccc(-n2nc(C(=O)NCC(=O)NC(C)C)c3ccccc3c2=O)cc1OC
[29] COc1ccc(S(=O)(=O)N2CCCOC2CNC(=O)C(=O)NCc2ccco2)cc1 (centres undefined)
[30] C#CCOC(=O)c1ccccc1C(=O)O

entry no.	21	22	23	24	25	26	27	28	29	30
OX1R antag-1	-25.0	-18.0	4.0	-16.4	-23.0	3.4	-13.8	-20.8	-17.6	-4.1
OX1R antag-2	9.4	11.8	41.0	12.5	3.3	7.2	33.8	6.3	7.9	-12.3
CHT allo act	i	i	i	i	i	i	i	i	i	i

[31] O=C(Nc1ccccn1)c1ccc(Cl)c(S(=O)(=O)N2CCCCCC2)c1
[32] COc1cccc(C(=O)C(C#N)=C(SC)SC)c1
[33] CCc1cc(C=C(Cl)Cl)oc(=O)c1C
[34] CC(C)OC(=O)C1C2C=CC3(CN(Cc4cccs4)C(=O)C13)O2 (centres undefined)
[35] O=C(Nc1ccc(S(=O)(=O)NC2=NCCCCC2)cc1)c1cc(S(=O)(=O)N2CCOCC2)ccc1F
[36] COc1ccc(-c2nc(CN3CCC(C(=O)NC4CCN(Cc5ccccc5)CC4)CC3)c(C)o2)cc1OC
[37] COc1ccc(C(=O)Nc2cccnc2Cl)cc1OC
[38] Cc1nn(-c2ccccc2)c(Cl)c1C(=O)Nc1c(C)n(C)n(-c2ccccc2)c1=O
[39] Cc1ccc2nc(C)cc(N/N=C/c3ccc(F)cc3)c2c1
[40] O=C(c1ccc(Cl)cc1Cl)N1CCSCC1

entry no.	31	32	33	34	35	36	37	38	39	40
OX1R antag-1	-15.7	8.3	-5.3	3.3	-7.7	6.2	-6.9	-6.3	-3.7	4.0
OX1R antag-2	24.2	9.3	14.3	7.0	-3.2	20.8	13.6	13.3	0.3	10.5
CHT allo act	i	i	i	i	i	7.55*	i	i	i	i

[41] CC(C)(CSc1ncccn1)NS(=O)(=O)c1ccccc1
[42] Cc1cc([N+](=O)[O-])ccc1NC(=O)c1ccco1
[43] CCCCN(C(=O)C1CC(=O)N(Cc2ccc(C)cc2)C1)c1c(N)n(CCCC)c(=O)[nH]c1=O (centres undefined)
[44] O=C(Nc1ccc(Cl)cc1)c1cccnc1N1CCCCC1
[45] COc1ccc(S(=O)(=O)n2nc(OCc3cccs3)cc2N)cc1
[46] Cc1ccc(N2C(=O)c3sc4nnc(C)c(=O)n4c3C2=O)cc1
[47] O=C(NCCCN1CCOCC1)c1nn(-c2ccccc2)c(=O)c2ccccc12
[48] CC(=O)N1C(C)(C)CC(=NOC(=O)c2ccc(C)cc2)CC1(C)C
[49] Oc1ccccc1-n1nc2ccc3nonc3c2n1
[50] CC(C)(C)NC(=O)NC(=O)COC(=O)c1cccc(OC(F)F)c1

entry no.	41	42	43	44	45	46	47	48	49	50
OX1R antag-1	-12.1	-2.4	-1.3	-19.8	-13.7	7.0	-23.8	-22.4	-13.9	-19.8
OX1R antag-2	12.1	18.4	10.6	4.6	6.3	7.0	11.2	11.8	11.1	18.3
CHT allo act	i	i	i	i	i	i	i	i	i	i

[51] Cc1cc(C)c(S(=O)(=O)Cc2ccccc2)c(OC(C)C)n1
[52] O=[N+]([O-])c1ccc2ccn(C3OCC(O)C(O)C3O)c2c1 (centres undefined)
[53] CC(=O)CSc1ncnc2sc3c(c12)CCC3
[54] Cc1ccc(NC(=O)c2cccc(S(=O)(=O)N3CCN(c4ccccc4)CC3)c2)nc1
[55] CCc1ccc(NC(=O)c2cc(S(=O)(=O)N3CCCC3)c[nH]2)cc1
[56] CCC1Nc2ncnc(N3CCN(c4ccccn4)CC3)c2N(Cc2ccc(Br)cc2)C1=O (centres undefined)
[57] CC1(C)CC(=O)C2=C(C1)OC(N)=C(C#N)[C@@]21C(=O)N(CC(N)=O)c2ccccc21
[58] Cc1cccc(/C=N/NC(=O)c2ccncc2)n1
[59] Cc1nnc(SCCn2c(N3CCCCC3)nc3c2c(=O)n(C)c(=O)n3C)s1
[60] Cc1ccc(S(=O)(=O)CCC(=O)Nc2cc(Cl)ccc2-n2cncn2)cc1

entry no.	51	52	53	54	55	56	57	58	59	60
OX1R antag-1	-18.9	-3.9	-9.2	-15.9	-22.9	-19.7	-4.8	-11.1	-14.2	-30.3
OX1R antag-2	6.9	36.4	8.1	11.5	15.5	10.5	19.8	6.6	12.5	15.3
CHT allo act	i	i	i	i	i	.	i	i	i	i

[61] COc1ccc(CN2CCC(n3nccc3NC(=O)c3ccc4c(c3)OCO4)CC2)cc1C
[62] COc1cccc(CC2(CO)CCCN(C(=O)c3cc[n+]([O-])cc3)C2)c1 (centres undefined)
[63] OCc1cn(-c2ccccc2)nc1-c1ccco1
[64] Cc1ccc(-n2c(=O)[nH]cc(C(=O)Nc3ccc4c(c3)OCCO4)c2=O)cc1
[65] O=C(NCC1CCC(C(=O)O)CC1)OCc1ccccc1 (centres undefined)
[66] COc1ccccc1Sc1ccccc1/C=N/NC(N)=O
[67] COc1ccc([N+](=O)[O-])cc1NC(=O)CSc1ncccn1
[68] C/C(=N\NC(=O)Cn1ccc(C(F)(F)F)n1)c1ccc(N2CCOCC2)cc1
[69] COc1cc2[nH]c3ccccc3c2cc1C
[70] Cc1ccc(S(=O)(=O)N2CCN(C(=O)CCn3nc(C)c(C)c3C)CC2)cc1C

entry no.	61	62	63	64	65	66	67	68	69	70
OX1R antag-1	-26.9	-2.5	-10.0	4.3	-12.6	-13.1	-22.3	-7.4	-8.5	-28.7
OX1R antag-2	14.6	18.4	3.3	12.9	10.0	8.9	25.8	9.4	6.2	9.6
CHT allo act	i	i	i	i	i	i	i	i	i	i

[71] O=C(COC(=O)C1CC(=O)N(Cc2ccco2)C1)c1ccc(OC(=O)c2ccco2)cc1 (centres undefined)
[72] Cc1[nH]n(C(N)=S)c(=O)c1N=Nc1cccc(Cl)c1
[73] Cc1cccc(N=C2NC(=O)/C(=C/c3cccnc3)S2)c1C
[74] Cc1cc(C)cc(NC(=O)[C@H](NC(=O)[C@@H]2Cc3ccccc3CN2)c2ccccc2)c1
[75] Cc1ccc(-c2nc(NC(=O)CSc3ccc4ccccc4n3)ns2)cc1
[76] CC(C)c1ccccc1NC(=S)N1CCN(S(=O)(=O)c2cccs2)CC1
[77] Cc1ccc(CNC(=O)/C(C#N)=C\c2ccc(N(C)C)cc2)cc1
[78] CCCCOc1ccc(C(=O)NCC(=O)NCC(c2cccs2)N2CCOCC2)cc1 (centres undefined)
[79] CCCOc1ccc(/C=N/Nc2ccccc2[N+](=O)[O-])c(OCCC)c1
[80] O=C(c1ccc2ccccc2c1)N1CCN(c2ccc([N+](=O)[O-])c(N3CCOCC3)c2)CC1

entry no.	71	72	73	74	75	76	77	78	79	80
OX1R antag-1	-24.8	-13.2	-35.6	-13.3	-10.8	-3.3	-5.2	-24.0	-3.9	-41.0
OX1R antag-2	9.6	3.1	25.1	19.2	4.8	14.7	16.7	-2.9	8.6	43.4
CHT allo act	i	i	i	i	i	i	i	.	i	i

[81] COc1ccc(NC(=O)c2sc3nc(-c4cccnc4)ccc3c2N)cc1OC
[82] O=C(Nc1ccc2nc3n(c(=O)c2c1)CCCC3)c1cccc(F)c1
[83] Cn1c(=O)oc2cc(S(=O)(=O)N3CCCC(C(=O)Nc4ccccn4)C3)ccc21 (centres undefined)
[84] COc1ccc(NC(=O)CN(C)S(=O)(=O)c2ccc3c(c2)n(C)c(=O)c(=O)n3C)cc1
[85] COc1ccc(-c2onc(C)c2-c2cnn(-c3ccccc3)c2)c(O)c1C
[86] CCCCCCCCCCCCS(=O)(=O)CCC(=O)O
[87] Cc1ccnc(SCC(=O)N2CCCc3ccccc32)n1
[88] O=C(CN(Cc1ccco1)C(=O)CNS(=O)(=O)c1ccc(F)cc1)NCc1ccc(F)cc1
[89] NS(=O)(=O)c1ccc(CCNC(=O)CN2C(=O)c3ccccc3S2(=O)=O)cc1
[90] CCOCCCNC(=O)c1c[nH]c2cc(OC)ccc2c1=O

entry no.	81	82	83	84	85	86	87	88	89	90
OX1R antag-1	6.7	-11.0	-9.7	-14.9	-29.8	-4.8	-13.2	-30.4	0.2	-19.2
OX1R antag-2	21.0	-1.3	16.2	9.3	19.6	22.3	13.1	20.5	8.4	14.3
CHT allo act	i	i	i	i	i	i	i	i	i	i

The order is random; 2.5% or so of the library scored in one or more.
